eIF2B yeast act – modulators of yeast eIF2B activity | inhibition, % at 25 µM (by protocol) | 0.91% of 27,000 active | AID 688 | S. cerevisiae eIF2B-epsilon R284H, GCN4-lacZ luminescence;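 active means mutant luminescence inhibited past about 50% while wild type luminescence and mutant growth stay under set limits, limit read from the data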; further: some compounds called inactive have numbers as strong as hits
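Assay system: yeast eIF2B-epsilon R284H mutant carrying GCN4–beta-galactosidase fusion / Buffer or medium: YPD / Incubation: 16 h growth with compound at 30 °C, 90 min Beta-Glo step / Detection: Beta-Glo luminescence after Z-buffer lysis, growth by 595 nm absorbance / Read-out: % inhibition of reporter signal and growth versus controls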
Yeast tox – Inhibits yeast growth, turbidity readout; S. cerevisiae wild-type growth, A595 turbidity, 16 h; growth inhibition, % at 25 µM (by protocol); 0.3% of 30,000 active; AID 685;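 active means mutant and wild-type yeast strains alike exhibit over 30% growth inhibition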;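 further: 0% = untreated cell controls and 100% = YPD media blanks without cells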
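Incubation: 16 h growth with compound, 30 °C; Material: S. cerevisiae wild-type or eIF2Bepsilon-R284H mutant strain; Signal: turbidity measured as absorbance at 595 nm; Medium: YPD yeast growth medium; Measure: growth inhibition (%) versus cell controls and blanks; Doses: 25 µM single dose.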
Yeast tox inhibition % – second read-out of Yeast tox, no call of its own (marks repeat the call); growth inhibition, %; S. cerevisiae eIF2Bepsilon-R284H mutant growth, A595 turbidity, 16 h;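 each compound tested once at 25 µM; 0% equals untreated cells and 100% equals cell-free medium blanks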
eIF2B yeast act mutant toxicity – second read-out of eIF2B yeast act, no call of its own (marks repeat the call); growth inhibition, %; measured here: mutant yeast growth, toxicity;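 each compound tested once at 25 µM; zero equals untreated control growth and 100 equals blank medium absorbance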
An asterisk follows results filed as active; . = not tested or not shown. An excerpt (hit frequency here may not be typical).

SMILES	eIF2B yeast act	eIF2B yeast act mutant toxicity	Yeast tox	Yeast tox inhibition %
O=C(Nc1cccc(-c2nnc(-c3ccccc3)o2)c1)C1CCCCC1	19	.	.	.
CCOC(CNC(=O)c1cc(C)nn1-c1ccccc1)OCC	1	5	17	5
N#Cc1cc2c(nc1SCC(O)CS(=O)(=O)Cc1ccc(Cl)cc1)CCCC2 (configuration not stated)	13	-15	12	-15
CC(=O)c1ccc(Oc2cc(C)nc(NCc3ccccc3)n2)cc1	-33	.	-15	0
CCOC(=O)c1[nH]c2ccccc2c1NC(=O)C1CCCCC1	24	-12	-16	-12
Cc1cc(C)c2c(CC(=O)N(CCC#N)Cc3cccnc3)coc2c1	-1	10	-10	10
O=C(CN1CCC(C(=O)c2ccc(F)cc2)CC1)Nc1ccc(F)cc1	-20	-37	9	-37
O=C(OCCNC(=O)c1ccc2ccccc2n1)c1ccc(F)cc1	20	10	-1	10
CCOc1ccc(-c2c[n+](=O)c3c(n2[O-])CCCC3)c(OCC)c1	-8	-38	0	-38
Cc1nc(N2CCN(C(c3ccccc3)c3ccccc3)CC2)[nH]c(=O)c1C	16	-15	10	-15
Cc1ccc(-n2cc3c(=O)n(C)c(=O)n(C)c3c2)cc1C	8	-30	-30	-30
O=C(Nc1cccc(Cl)c1)N1CCCC1	-23	6	12	6
c1ccc2sc(C3CCN(Cc4nnnn4Cc4ccc5c(c4)OCO5)CC3)nc2c1	-26	-26	-12	-26
O=C(CSc1nnc(C2CCCCC2)n1Cc1ccccc1)NCc1ccco1	39	.	27	0
C=C(C)CSC1=C(C#N)C(c2ccccc2Cl)CC(=O)N1 (configuration not stated)	41	-5	-15	-5
COc1cccc(NC(=O)N2CCC(C(N)=O)(N3CCCCC3)CC2)c1	2	8	-6	8
Cc1onc(-c2ccccc2)c1C(=O)NCc1cccs1	.	.	25	18
CCCN1/C(=C2/SC(=S)N(CC)C2=O)C=Cc2ccccc21	11	.	-16	0
CN(C)c1ccc(NC(=O)CSc2nc3c(c(=O)[nH]2)CCCC3)cc1	.	.	-11	-32
CS(=O)(=O)N(Cc1nnc(-c2cccs2)o1)c1ccc(Cl)cc1F	-12	3	11	3

The list continues.
SMILES	eIF2B yeast act	eIF2B yeast act mutant toxicity	Yeast tox	Yeast tox inhibition %
Cc1ccc(S(=O)(=O)NCC2CCC(C(=O)O)CC2)cc1 (configuration not stated)	17	-20	-6	-20
Cc1ccccc1OCCSc1nnc(C)n1-c1ccccc1	.	.	3	12
O=C(CCS(=O)(=O)c1ccc(Br)cc1)N1CCN(c2ccccc2)CC1	15	-9	-4	-9
O=C1CCCN1CN1CCCCC1	-13	-7	12	-7
COc1ccc(NC(=O)/C(Cl)=C(/Cl)S(=O)(=O)Cc2ccc(C)cc2)cn1	30	-3	2	-3
O=C(COC(=O)c1cncc(Br)c1)NCc1ccco1	.	.	-4	4
Cc1ccc(-c2noc(-c3ccccc3C(=O)N3CCOCC3)n2)cc1	15	-5	4	-5
O=S1(=O)N=C(Nc2ccc(N3CCOCC3)cc2)c2ccccc21	35	.	11	0
O=C(COCc1nc2ccccc2c(=O)[nH]1)NCC1CCCCC1	22	-4	-4	-4
CC(C)N(C(=O)CN(C#N)c1nc(N(C)C)nc(N(C)C)n1)c1ccccc1	33	6	-13	6
CCC(C)NC(=O)C(NS(=O)(=O)c1cccc2nsnc12)c1ccccc1 (configuration not stated)	13	4	15	4
Cc1c(C(=O)Nc2ccncc2)oc2ccccc12	31	5	4	5
Brc1c(CSc2nncn2-c2ccccc2)nc2sccn12	.	.	1	-4
O=C(CSc1nc2ccccc2n1CC(=O)N1CCOCC1)N1CCCC1	0	.	11	0
O=C(NCC1CCCO1)c1cccc(F)c1 (configuration not stated)	8	-21	0	-21
COc1ccc(S(=O)(=O)N2CCN(C(=O)[C@@H]3CCC(=O)N3C3OC(=O)c4ccccc43)CC2)cc1 (some centres not stated)	23	7	4	7
COc1ccc(NC(=O)CC2C(=O)N(c3ccc(OC)cc3)C(=O)N2C(C)C)cc1 (configuration not stated)	.	.	-10	6
Brc1cccc(OCCn2ccnc2)c1	15	16	6	16
O=C1CCCN1CC(CN1CCOCC1)Sc1nnnn1-c1ccccc1 (configuration not stated)	21	-5	14	-5
Cn1c(SCc2nc3ccccc3[nH]2)nnc1-c1cccs1	1	4	3	4

Additional records
SMILES	eIF2B yeast act	eIF2B yeast act mutant toxicity	Yeast tox	Yeast tox inhibition %
CCNC(=O)c1ccccc1-c1nc(-c2ccccc2Cl)no1	12	7	10	7
Cn1nnnc1SCc1cc(=O)n2ccsc2n1	30	5	3	5
CC(C)(C)NC(=O)Cn1nnc(-c2ccccc2Cl)n1	21	7	17	7
O=C(NCCO)c1nc2ccccc2s1	28	3	13	3
NC(=O)NC(=O)COC(=O)CCCc1c[nH]c2ccccc12	22	4	11	4
COc1ccccc1N1CCN(C(=O)CSc2nc(-c3ccccc3)cc(=O)[nH]2)CC1	37	6	3	6
O=c1c2c3c(sc2nc2n1CCCCC2)CCC3	19	18	19	18
Cn1c(SCC(=O)c2ccccc2)nnc1C1CC1	17	20	24	20
COc1cccc(N2C(=O)CC(N3CCN(C(=O)c4ccco4)CC3)C2=O)c1 (configuration not stated)	.	.	7	4
Cc1cc(C)n(CC(O)COc2cccc(OCC(O)Cn3nc(C)cc3C)c2)n1 (configuration not stated)	20	-5	-6	-5
O=C(CN1C2=NCCN2c2ccccc21)C12CC3CC(CC(C3)C1)C2	9	-11	22	-11
CCc1nnc(NC(=O)Cc2ccc(OCc3c(C)noc3C)cc2)s1	23	11	14	11
Cc1oc(-c2ccccc2F)nc1CN1CCC(C(=O)NCCC2=CCCCC2)CC1	21	16	36	16
O=C(CSCc1cnn(-c2ccccc2)c1-n1cccc1)NCc1ccc2c(c1)OCO2	17	-48	0	-48
CCOC(=O)C1(P(=O)(c2ccc(Cl)cc2)c2ccc(Cl)cc2)CCC1	-3	14	-2	14
CCOC(=O)C(NCc1ccccc1OC)(NC(=O)CC)C(F)(F)F (configuration not stated)	3	7	-2	7
NC1=NC2(CCCCCC2)n2c(nc3ccccc32)N1	2	-35	0	-35
O=C(NCCc1ccccn1)c1cccc(S(=O)(=O)N2CCCCCC2)c1	31	-38	-11	-38
Cc1nc2c3cc(Cl)ccc3n(CCN3CCCCC3)c2s1	-42	15	-24	15
COc1cc(NC(=O)CN2CCN(c3ccccc3F)CC2)cc(OC)c1	-10	.	-4	0

Remaining list, next part
SMILES	eIF2B yeast act	eIF2B yeast act mutant toxicity	Yeast tox	Yeast tox inhibition %
O=C(Cn1nc(C(F)(F)F)c2c1CCC2)Nc1ccccc1C(F)(F)F	8	-4	-32	-4
COCCN(C(=O)c1ccco1)c1nnc(-c2ccc(OC)c(OC)c2)s1	23	-39	-61	-39
CCN(CC)C(=O)CSc1nc2ccccc2c(=O)n1-c1ccccc1OC	27	-17	3	-17
CCc1ccc(N2CC(C(=O)NCc3ccco3)CC2=O)cc1 (configuration not stated)	-17	.	-11	0
CCN(c1ccc(NC(=O)CSc2nnc3nc(C)cc(C)n23)cc1)C(C)C	.	.	6	24
Nc1nc(-c2cccnc2)nn1C(=O)COc1ccccc1	-8	-29	13	-29
CCCC(OC(=O)CN1C(=O)COc2ccccc21)C(=O)NC1CCCC1 (configuration not stated)	6	3	10	3
Cc1n[nH]c(=O)nc1NCC1CCCO1 (configuration not stated)	-29	6	-6	6
Cc1ccc(SCCC(=O)NCC2CCCO2)cc1 (configuration not stated)	38	11	0	11
CC1CC(C)CN(Cc2nc(N)nc(Nc3ccccc3)n2)C1 (configuration not stated)	-9	-24	16	-24
O=C(NCCN=C1NS(=O)(=O)c2ccccc21)c1ccncc1	11	22	8	22
CCCCNCCCOc1cccc(Cl)c1Cl	8	14	16	14
CC(C)OP(=O)(c1ccc(N(C)C)cc1)C(O)c1ccccc1 (configuration not stated)	.	.	16	22
N#CC1=C(N)C(C#N)(C#N)C(c2cccnc2)C2CN(C(=O)OCc3ccccc3)CC=C12 (configuration not stated)	27	3	15	3
CCCCCCCCn1c(N2CCN(c3cccc(Cl)c3)CC2)nc2c1c(=O)[nH]c(=O)n2C	-17	-21	-1	-21
Cc1ccc(-c2nc3cc(Cl)ccc3o2)cc1	28	13	6	13
CCN(c1cccc(C)c1)S(=O)(=O)c1cccc(C(=O)O)c1	.	.	7	14
C=CCNc1nnc(-c2ccncc2)s1	26	-15	6	-15
Cc1nc2nc[nH]c2cc1Br	0	-12	-5	-12
Cc1ccc(OCC(=O)N2CCN(C(=O)c3cccnc3)CC2)cc1	25	-7	-11	-7

(continued)
SMILES	eIF2B yeast act	eIF2B yeast act mutant toxicity	Yeast tox	Yeast tox inhibition %
NS(=O)(=O)c1ccc(CCNC(=O)C2CCCCC2)cc1	15	-8	15	-8
Cc1cc(C)cc(N(C(=O)Cn2nnc3ccccc32)C(C(=O)NCc2ccco2)c2ccncc2)c1 (configuration not stated)	25	-5	-11	-5
Cc1c(C#N)c2ncnc(N)c2n1-c1ccccc1	-2	20	12	20
Cc1c(C(=O)N2CCN(Cc3ccccc3)CC2)sc2ncnc(N3CCOCC3)c12	20	-4	21	-4
O=C(O)C1C2C=CC3(CN(CC(O)COc4ccccc4)C(=O)C13)O2 (configuration not stated)	6	-5	6	-5
Cc1c(CCOC(=O)CC23CC4CC(CC(C4)C2)C3)sc[n+]1CC(=O)c1ccc(Br)cc1	21	-5	15	-5
COc1ccc(S(=O)(=O)N2CCC(C(=O)NCc3ccccn3)CC2)cc1C	31	10	0	10
CCOc1ccc(OCC)c(NC(=O)CCS(=O)(=O)c2ccc(Br)s2)c1	28	4	32	4
O=C(C1CCCN(Cc2ccccc2)C1)N1CCCCC1 (configuration not stated)	12	22	10	22
N#Cc1ccc(C(c2nnnn2C2CCCC2)N2CCC(Cc3ccccc3)CC2)cc1 (configuration not stated)	9	-14	27	-14
N#CCCCSc1nnc(CSc2nc3ccccc3s2)n1-c1ccccc1	-7	3	7	3
CCCn1c(SCC(=O)NCc2ccccc2)nnc1-c1ccncc1	20	11	-2	11
O=C(NCc1ccc(F)cc1)C1CCN(S(=O)(=O)N2CCCCC2)CC1	-1	-14	-15	-14
O=C(Nc1cccnc1N1CCOCC1)c1cc2ccccc2oc1=O	-7	21	-4	21
CN1C(=O)N(C)C2C1N(C)S(=O)(=O)N2C (configuration not stated)	24	-5	-3	-5
O=C(NCc1ccccc1)NC1(C(=O)N2CCN3CCCC3C2)CCCCC1 (configuration not stated)	-18	-37	-4	-37
Cc1ccc(NC(=O)CNS(=O)(=O)c2cccs2)cc1F	-4	19	20	19
CCSc1nnc(-c2cccnc2)n1-c1ccc(C)c(Cl)c1	.	.	8	11
Cc1nc2nc(-c3ccc(Cl)cc3)nn2c(C)c1Cl	11	.	17	0
COc1ccc(N(C(=O)c2ccco2)S(=O)(=O)c2cccs2)cc1	35	-40	6	-40

Record cards, as listed above.
CC(=O)c1ccc(Oc2cc(C)nc(NCc3ccccc3)n2)cc1 across the screens: eIF2B yeast act: -33; eIF2B yeast act mutant toxicity: .; Yeast tox: -15; Yeast tox inhibition %: 0
COc1ccccc1N1CCN(C(=O)CSc2nc(-c3ccccc3)cc(=O)[nH]2)CC1 across the screens: eIF2B yeast act: 37; eIF2B yeast act mutant toxicity: 6; Yeast tox: 3; Yeast tox inhibition %: 6
Cc1c(C(=O)N2CCN(Cc3ccccc3)CC2)sc2ncnc(N3CCOCC3)c12 across the screens: eIF2B yeast act: 20; eIF2B yeast act mutant toxicity: -4; Yeast tox: 21; Yeast tox inhibition %: -4

(listing goes on)
SMILES	eIF2B yeast act	eIF2B yeast act mutant toxicity	Yeast tox	Yeast tox inhibition %
CCn1c(=O)cc(OCC(=O)NCc2ccco2)c2ccccc21	-7	.	15	0
CS(=O)(=O)N(CC(=O)NCc1ccncc1)c1cc(Cl)cc(Cl)c1	30	-5	-6	-5
Cc1nn(-c2ccccc2)c(OC(=O)c2cccs2)c1S(=O)(=O)c1ccc([N+](=O)[O-])cc1	.	.	5	3
O=C(CSc1nc(O)cc(=O)[nH]1)C1CC1	.	.	-4	3
CN(c1ccc(Cl)cc1)c1cc(=O)n(C)c2ccccc12	8	.	-19	0
CN1CCN(C(=O)/C(=C/c2ccccc2)c2ccccc2)CC1	.	.	-1	4

Among those listed so far, two have a CF3 group:
SMILES	eIF2B yeast act	eIF2B yeast act mutant toxicity	Yeast tox	Yeast tox inhibition %
CCOC(=O)C(NCc1ccccc1OC)(NC(=O)CC)C(F)(F)F (configuration not stated)	3	7	-2	7
O=C(Cn1nc(C(F)(F)F)c2c1CCC2)Nc1ccccc1C(F)(F)F	8	-4	-32	-4
